T cell HTS – T cell immune modulators affecting CD8 T cell-vesicle binding | actives 0.068% (n = 330,000) | 2C CD8+ T cell-vesicle binding, flow cytometry; active compounds read low | calls only at 7 µM;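 active = response, share of CD8 T cells binding vesicles, and their 90th percentile fluorescence all below set limits, cut at about 80% in these data, passing the limit was not always enough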
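Test system: purified 2C TCR transgenic mouse naive CD8+ T cells. Probe or stimulus: QL9-peptide-loaded Drosophila micro-vesicles bearing Ld, ICAM-1 and B7-1. Incubation: binding step 1.5 h, 37 °C, antibody labelling 20 min, ice. Measured by: flow cytometry of vesicle-bound cells.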
WT yeast gro inh – growth inhibition of WT yeast, mitochondrial fusion screen. mitochondrial fusion phenotypic screen, WT strain. actives 2.1% (n = 190,000). inhibition, % at 10 µM; in the data active = inhibition above about 58%; tested in S. cerevisiae
MgcRacGAP inhibition – MgcRacGAP GTPase-activating activity inhibitors, confirmation, biochemical, ADP Hunter fluorescence | MgcRacGAP-stimulated Rac1 GTP hydrolysis, ADP Hunter fluorescence; higher % means a stronger effect; GST-tagged Rac1 F28L mutant substrate | inhibition, % at 30 µM; hits with a dose series show IC50 in µM | actives 0.6% (n = 340,000) | AID 624330;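 active = first-screen hits whose inhibition reached a set limit at any dose in the follow-up dose series; inconclusive = inhibition above the set first-screen limit but never retested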;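 also: fluorescence reports GDP produced by GAP-driven GTP hydrolysis; strong numbers were not always called active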
Myeloid diff 2 – compounds promoting myeloid differentiation | ER-HoxA9 myeloid progenitors, lysozyme-GFP differentiation, flow cytometry | calls only at 10 µM | actives 1% (n = 360,000);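 active = normalized GFP-positive differentiation at or above the plate's own cutoff, the solvent-only control mean plus 3 SD; inconclusive = no clear call, values can overlap the other calls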;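 also: cells exposed to compound for four days before flow analysis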
PhoP inhibition – inhibitors of PhoP regulon expression, primary screen, Salmonella Typhimurium, GFP reporter (AID 1863); S. Typhimurium PhoP-regulated promoter GFP reporter, 4 h; higher % means a stronger effect; inhibition, % at 50 µM; hits with a dose series show IC50 in µM; actives 0.16% (n = 300,000);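 active = inhibition over 29.93%, a cutoff 3 SD above the screen mean, later confirmed by dose response; inconclusive = inhibition over 29.93% but no dose response follow-up; inactive = inhibition at most 29.93% or unconfirmed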;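 also: 0% = low Mg2+ inducing control and 100% = high Mg2+ repressing control; strong numbers were not always called active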
West Nile virus CPE – West Nile virus antiviral activity, cell-based, CPE readout (AID 1621). actives 0.02% (n = 290,000). West Nile virus-infected cells, CPE inhibition; higher % means a stronger effect. CPE inhibition, % at 10 µM, or IC50 in µM where a hit was titrated; in the data active = a potency from the dose series; inconclusive = CPE inhibition mostly from about 3.7% at the one dose, without a potency; inactive = the rest, 99 in 100 with CPE inhibition below about 2.2%; also: strong numbers were not always called active
Large T inhibition – TAg ATPase/helicase activity blockers – biochemical (AID 1903). inhibition, % at 20 µM; hits with a dose series show IC50 in µM. actives 0.39% (n = 310,000). SV40 large T antigen ATPase/helicase inhibition assay; higher % means a stronger effect; in the data active = a potency from the dose series; inconclusive = inhibition mostly from about 32% at the one dose, without a potency; inactive = the rest, 99 in 100 with inhibition below about 32%; also: strong numbers were not always called active
RSV CPE inhibition – inhibition of RSV-induced cytopathic effect – HEp-2 cells, primary 10 µM value included (AID 2391); HEp-2 cells, RSV-induced CPE inhibition; higher % means a stronger effect; CPE inhibition, % at 10 µM; hits with a dose series show IC50 in µM; actives 0.13% (n = 310,000); in the data active = a potency from the dose series; inconclusive = CPE inhibition mostly from about 23% at the one dose, without a potency; inactive = the rest, 99 in 100 with CPE inhibition below about 21%; also: strong numbers were not always called active
b-catenin transl – beta-catenin nuclear translocation modulation. HeLa beta-catenin nuclear translocation, immunofluorescence imaging. nuclear translocation activity, % at 5 µM. actives 0.3% (n = 190,000). AID 1665;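 active = nuclear translocation activity above 50% at 5 µM, with a well cell count of 50 or more; inconclusive = wells under 50 cells across six images, flagged as toxic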;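 also: per-cell ratio of nuclear to cytoplasmic median beta-catenin stain intensity; plate controls were DMSO negative control for no effect and GSK-3 inhibitor IX positive control for full effect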
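test system = HeLa cells, endogenous beta-catenin | dosing = single 5 µM dose plus 0.02–20 µM confirmation series | times = compound treatment 24 h, 37°C, 5% CO2 | technique = beta-catenin immunofluorescence imaging with DAPI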
WT yeast gro inh mutant strain – recorded beside WT yeast gro inh, whose call it bears; inhibition, %; mitochondrial fusion phenotypic screen, mutant strain inhibition
b-catenin transl cell count 5 µM – further read-out of b-catenin transl, marked with its call; cell count; measured here: cell count, cytotoxicity flag
T cell HTS vesicle-bound % – further read-out of T cell HTS, marked with its call; double positive events, %; measured here: CD8+ vesicle-bound cell fraction;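 binding gate set so that unloaded-vesicle control wells show 10% double positive cells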
Myeloid diff 2 GFP+ MAC1+ % – recorded beside Myeloid diff 2, whose call it bears; GFP+ MAC1+ double positive, %; measured here: differentiation confirmed by MAC1 staining
* marks the source's active call; other numbers are inactive results; i = inactive; ? = inconclusive; · = not tested or not shown; & = joins results of further samples. Compounds were not picked by outcome, and some 3.6% of all compounds hit somewhere here.

The line under a structure holds: T cell HTS, T cell HTS vesicle-bound %, WT yeast gro inh, WT yeast gro inh mutant strain, MgcRacGAP inhibition, Myeloid diff 2, Myeloid diff 2 GFP+ MAC1+ %, PhoP inhibition, West Nile virus CPE, Large T inhibition, RSV CPE inhibition, b-catenin transl, b-catenin transl cell count 5 µM
CC(CN1CCN(C/C=C/c2ccccc2)CC1)c1ccccc1 (stereo unspecified)
→ i, 8, ·, ·, 7%, i, 0.2, 3%, 0.5%, 16%, -0.8%, ·, ·
Nc1ccc(C(=O)Nc2cccc(N)c2)cc1
→ i, 26, ·, ·, 13%, i, 0.2, -3%, 0.7%, 0%, 1.5%, 1.3, 1101
CC(OC(=O)c1cc(S(=O)(=O)N2CCOCC2)ccc1F)C(=O)NCc1ccc2c(c1)OCO2 (stereo unspecified)
→ i, 40, ·, ·, 6%, i, 1.3, -9%, ·, 5%, 1.4%, ·, ·
CCOC(=O)c1ccc(N2C(=O)CC(N3CCOCC3)C2=O)cc1 (stereo unspecified)
→ i, 41, -7, 5, 6%, i, 0.1, -1%, 0.9%, 11%, 3.9%, -2.9, 1238
ClC(Cl)(c1nnnn1-c1ccccc1)c1nnnn1-c1ccccc1
→ i, 15, 88*, 85*, ?, ?, ·, -7%, -1.8%, 5.5µM*, -2.5%, 1.5, 1172
CCN(CC)CCOC(=O)c1ccc2c(c1)OCCO2
→ i, 6, -7, -15, 1%, i, 2.0, 1%, 0.4%, 7%, -0.5%, ·, ·
O=C(/C=C/c1c(F)cccc1Cl)Nc1ncccn1
→ i, 25, 14, 1, -5%, i, 1.8, -3%, -0.6%, 4%, 0.8%, 0.1, 996
CCC(=O)N1CCc2cc(S(=O)(=O)NC(C(=O)NC(C)c3ccccc3)C(C)C)ccc21 (stereo unspecified)
→ i, 15, 2, 17, 12%, i, 0.8, -3%, -0.5%, 0%, 1.3%, 2.8, 1313
O=C(CCCCC(=O)Nc1c(I)cc(I)c(C(=O)O)c1I)Nc1c(I)cc(I)c(C(=O)O)c1I
→ i, 22, ·, ·, 5%, i, 1.7, 1%, 0.1%, 15%, -0.6%, ·, ·
COc1ccc(-c2oc3ncnc(N)c3c2-c2ccccc2)cc1
→ i, 18, 15, 11, 5%, i, 0.6, 5%, 0.0%, 6%, -1.1%, ·, ·
Cc1cc(C)nc(NC(=O)c2c(-c3c(Cl)cccc3Cl)noc2C)n1
→ i, 43, 6, -8, 12%, i, 0.8, -11%, -0.3%, -14%, -0.2%, -1.0, 1047
COC(=O)c1sc(NC(=O)c2cccc([N+](=O)[O-])c2)c(C(N)=O)c1C
→ i, 47, -2, 3, 3%, i, 1.4, 4%, -0.4%, 10%, -0.8%, -1.6, 526
CCCc1nc2oc3c(=O)[nH]cnc3c2c2c1COC(C)(C)C2
→ i, 12, ·, ·, 5%, i, 0.4, -7%, 0.2%, 2%, -0.6%, 0.6, 1304
Cc1nc(SCc2cccc(Oc3ccccc3)c2)n[nH]1
→ i, 23, -6, 57, 14%, i, 0.7, 6%, 0.0%, -1%, -0.8%, 1.6, 1373
Cn1cc(/C=C2/SC(=O)N(c3ccccc3)C2=O)c2ccccc21
→ i, 45, 10, 13, 6%, i, 1.0, 3%, ·, -1%, 2.4%, 2.0, 1397
O=C(Cc1cccs1)N1CCC(c2nc3c(nnn3Cc3ccccc3)c(=O)[nH]2)CC1
→ i, 13, -4, -17, -1%, i, 6.2, 10%, 0.0%, 6%, -2.9%, 1.6, 839
Cn1ccc(C(=O)Nc2sc3c(c2C#N)CCC3)n1
→ i, 26, ·, ·, 11%, i, 5.2, 9%, 0.5%, 19%, 0.3%, ·, ·
CN(Cc1ccccc1)C(=O)c1ccc(NC(=O)Cc2cccc(NC(=O)C3CCN(C(=O)C4CCCCC4)CC3)c2)cc1
→ i, 14, ·, ·, 4%, i, 4.6, ·, ·, ·, 6.4%, ·, ·
CC(C)CC1NC(=O)N(Cc2nc3ccccc3s2)C1=O (stereo unspecified)
→ i, 13, ·, ·, 13%, i, 0.9, 0%, 0.0%, 11%, 3.5%, 0.1, 1362
CCOC(=O)C(Cc1ccccc1)NC(=O)Cn1nnc(-c2ccc(SC)cc2)n1 (stereo unspecified)
→ i, 27, 4, 13, 2%, i, 1.0, -5%, ?, 5%, 1.3%, -0.5, 1264

Following part.
The line under a structure holds: T cell HTS, T cell HTS vesicle-bound %, WT yeast gro inh, WT yeast gro inh mutant strain, MgcRacGAP inhibition, Myeloid diff 2, Myeloid diff 2 GFP+ MAC1+ %, PhoP inhibition, West Nile virus CPE, Large T inhibition, RSV CPE inhibition, b-catenin transl, b-catenin transl cell count 5 µM
Cc1nc2ccc(C(=O)N3CCSCC3)cc2s1
→ i, 24, 2, 11, 13%, i, 0.2, 10%, 0.2%, 19%, 0.8%, -1.1, 1108
CCOC(=O)CCSc1nc2c(c(C(F)(F)F)c1C#N)CCC2
→ i, 20, -16, 5, -1%, ·, ·, 2%, -0.3%, -4%, -0.5%, -0.9, 1075
O=C(NCCCN1CCCC1=O)Nc1ccc(Cl)cc1
→ i, 22, ·, ·, 4%, i, 9.7, ·, 0.6%, ·, 0.0%, ·, ·
Cc1cc(C(=O)c2cccs2)c(N)s1
→ i, 41, 45, 36, 29%, i, 6.3, -4%, -0.3%, 52µM*, 0.3%, -1.6, 1194
COc1ccc(NC(C)=[N+](C)CCNS(=O)(=O)c2ccc(Cl)cc2)cc1Cl
→ i, 22, ·, ·, 5%, i, 2.0, -1%, -0.2%, 0%, 0.7%, ·, ·
Cc1c(O)nc2ccccn2c1=O
→ i, 30, ·, ·, ·, i, 0.6, -1%, 0.5%, 8%, 1.7%, -1.2, 1317
CCOC(=O)c1c(Nc2ccc(Cl)cc2)sc(/C=C2\C=Nc3ccccc32)c1O
→ i, 20, -3, 5, 13%, i, 0.5&4.1, 1%, ?, 22%, 1.9%, -1.4, 1235
COc1ccc(NC(=O)Cn2nc([N+](=O)[O-])c(Cl)c2C)cc1OC
→ i, 43, ·, ·, 4%, i, 0.1, 2%, 0.0%, 13%, 7.3%, 0.7, 1289
COc1ccc(CCNC(=O)Nc2ccc([N+](=O)[O-])cc2)cc1OC
→ i, 57, -6, 2, -14%, i, 0.3, -2%, -0.4%, 5%, 6.2%, 9.4, 846
COc1ccc(Cl)cc1NC(=O)CN(C)CC(=O)Nc1ccccc1-c1ccccc1
→ i, 33, 18, 24, 1%, i, 0.2, -4%, -2.1%, 6%, 7.9%, 4.2, 1049
COc1ccc(Cl)cc1NC(=O)COC(=O)C1COc2ccccc2O1 (stereo unspecified)
→ i, 25, ·, ·, 1%, i, 0.2, ·, ·, ·, 2.1%, ·, ·
Cc1ccccc1CC(=O)NCCN1CCCCC1
→ i, 60, ·, ·, 4%, i, 0.2, -6%, -0.4%, 12%, 1.9%, ·, ·
CN(C1CCCCC1)S(=O)(=O)c1ccc(NC(=O)C2CCCCC2C(=O)O)cc1 (stereo unspecified)
→ i, 50, 12, -13, 3%, i, 0.5, -5%, 0.2%, 14%, 0.0%, ·, ·
Cc1ccc2nsnc2c1NC(=O)COc1ccccc1F
→ i, 32, 11, 1, 11%, i, 0.3, -2%, -0.7%, 2%, 1.1%, 0.1, 1454
O=C(Nc1cc(Cl)ccc1-n1cncn1)c1cccs1
→ i, 42, ·, ·, 9%, i, 2.0, -3%, ·, 18%, 0.4%, ·, ·
Cc1sc2nc(-c3cccs3)oc(=O)c2c1C
→ i, 10, ·, ·, 8%, i, 0.9, -3%, -0.1%, -3%, 7.7%, ·, ·
CN(C)S(=O)(=O)c1cccc(C(=O)Nc2n[nH]c(C(F)(F)F)n2)c1
→ i, 18, ·, ·, 5%, i, 2.1, 9%, 0.1%, -11%, 2.0%, ·, ·
CCOC(=O)c1cnc2c(C(=O)OC)cccc2c1NCc1cccnc1
→ i, 62, 9, 8, 9%, i, 0.1, -6%, -0.3%, 6%, 1.8%, -0.3, 1455
Nc1c(Cl)c(Cl)nc(C(=O)OCC(=O)NC2CCCCC2)c1Cl
→ i, 58, ·, ·, 0%, i, 3.5, -4%, 1.0%, 23%, 2.3%, ·, ·
CCS(=O)(=O)NCc1csc(C)n1
→ i, 61, 0, -12, 12%, i, 0.6, 3%, 0.2%, 6%, 2.2%, -2.1, 1117

The list continues:
The line under a structure holds: T cell HTS, T cell HTS vesicle-bound %, WT yeast gro inh, WT yeast gro inh mutant strain, MgcRacGAP inhibition, Myeloid diff 2, Myeloid diff 2 GFP+ MAC1+ %, PhoP inhibition, West Nile virus CPE, Large T inhibition, RSV CPE inhibition, b-catenin transl, b-catenin transl cell count 5 µM
CCc1ccccc1N(C(=O)CNC(=O)c1ccco1)C(C(=O)NC1CCCC1)c1cccnc1 (stereo unspecified)
→ i, 34, ·, ·, 5%, i, 0.9, -1%, -1.1%, 3%, 1.2%, ·, ·
Cn1nnnc1SCC(=O)NC1CCCCC1
→ i, 4, -10, -8, 16%, i, 0.8, 33%, 0.3%, -5%, 0.6%, -0.9, 1073
CN(C)CCOC(=O)CC12CC3CC(C1)CC(CC(=O)OCCN(C)C)(C3)C2
→ i, 24, -4, 7, 5%, i, 0.2, 2%, 1.0%, 2%, -0.3%, -0.2, 1621
O=C(N/N=C\c1c(O)ccc2ccccc12)c1ccc(Cn2cccn2)o1
→ i, 26, 5, 16, 4%, ?, ·, -7%, -0.8%, 12%, 6.3%, ·, ·
Cc1ccc(CNC(=O)c2nccnc2C(=O)O)cc1
→ i, 58, ·, ·, -7%, i, 0.3, -2%, 0.1%, 13%, 4.9%, ·, ·
O=C(NCCOc1ccccc1-c1ccccc1)c1ccco1
→ i, 35, 11, 0, 10%, i, 0.2, ·, -1.1%, ·, 1.8%, 0.4, 1544
CCN(CC(=O)Nc1ccc(OC)cc1)C(=O)c1ccc2c(c1)NC(=O)C(C)S2 (stereo unspecified)
→ i, 53, ·, ·, 4%, i, 0.8, 12%, ·, 14%, -0.8%, ·, ·

Bioassay records: PubChem BioAssay, several laboratories
